# High-throughput results (PubChem BioAssay)
# cardiac RTF act: increases calcium sensitivity of human cardiac regulated thin filaments; activation, % at 7.2 µM; P19429+P45379; IANBD-labeled TnC RTF fluorescence at EC20 calcium; 0% EC20 calcium, 100% full calcium; 340,000 compounds, 0.24% hits;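 active = activation above the mean over all tested compounds plus 3 SD, cut at about 30% in these data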;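 also: rise in fluorescence read as greater calcium sensitivity of cardiac thin filaments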
# Cardiac RTF inh: cardiac RTF calcium desensitization; P19429+P45379; IANBD-labeled cardiac RTF, Ca2+ fluorescence; inhibition, % at 7.15 µM; 340,000 compounds, 0.12% hits;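 active = inhibition above the mean inhibition of all tested compounds plus 3 SD, cut at about 17% in these data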;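 also: assay run at fixed EC70 calcium of 1.6 mM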
# OPRM1-OPRD1 inv: inverse agonists of human mu-delta opioid receptor heterodimerization | P35372+P41143 | cell-based MOR-DOR heterodimer luminescence, inverse agonism | inhibition, % at 9.3 µM | 340,000 compounds, 0.21% hits | AID 504357; in the data active = inhibition above about 22%, passing the limit was not always enough;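 also: 0% = cells with DMSO and 100% = wells without cells with DMSO; values of inactives mirror those of a sister screen read the other way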
# Target sequence (P35372 whole entry, looked up): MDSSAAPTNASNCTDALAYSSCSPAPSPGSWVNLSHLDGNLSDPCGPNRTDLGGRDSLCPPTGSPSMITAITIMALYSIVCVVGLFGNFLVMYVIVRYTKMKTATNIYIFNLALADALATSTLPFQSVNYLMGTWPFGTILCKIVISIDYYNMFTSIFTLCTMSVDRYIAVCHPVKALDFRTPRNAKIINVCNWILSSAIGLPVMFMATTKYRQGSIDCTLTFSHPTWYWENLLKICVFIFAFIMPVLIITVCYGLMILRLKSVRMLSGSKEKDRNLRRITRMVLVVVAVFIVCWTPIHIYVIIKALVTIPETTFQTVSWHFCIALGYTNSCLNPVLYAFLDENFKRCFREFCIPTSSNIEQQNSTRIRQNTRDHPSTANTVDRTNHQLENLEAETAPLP
# Target sequence (P41143 whole entry, looked up): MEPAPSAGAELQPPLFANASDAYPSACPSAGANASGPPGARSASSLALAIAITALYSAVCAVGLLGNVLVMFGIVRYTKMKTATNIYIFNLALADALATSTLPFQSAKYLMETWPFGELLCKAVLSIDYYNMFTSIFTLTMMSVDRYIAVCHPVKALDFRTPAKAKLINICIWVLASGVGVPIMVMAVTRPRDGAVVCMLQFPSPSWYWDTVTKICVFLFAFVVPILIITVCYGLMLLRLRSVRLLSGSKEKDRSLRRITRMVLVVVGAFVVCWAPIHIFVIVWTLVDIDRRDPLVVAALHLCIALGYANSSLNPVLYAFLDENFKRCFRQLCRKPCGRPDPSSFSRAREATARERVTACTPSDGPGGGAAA
# Wnt bcat act: activates Wnt/beta-catenin signaling in a reporter cell assay | activator, plate reader | 300,000 compounds, 1.2% hits | AID 743398 | activation, % at 9.35 µM; in the data active = activation above about 30%, passing the limit was not always enough;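 also: 0% = neutral control wells and 100% = positive control wells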
# Pemphigus Ab inh: human desmoglein-3 autoantibody binding inhibition; 310,000 compounds, 0.48% hits; AID 588358; DSG3-coupled beads, scFv-anti-DSG3-GFP binding, flow cytometry; stronger effect = lower value; P32926; binding (percent of control), % at 10 µM;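 active = binding more than 3 SD below its plate's average and above zero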;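 also: hits lower antibody fragment binding to DSG3; some compounds called inactive have numbers as strong as hits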
# MOR-DOR ag: agonists of human mu-delta opioid receptor heterodimerization; P35372+P41143; cells, OPRM1-OPRD1 heterodimerization, luminescence; activation, % at 9.3 µM; 340,000 compounds, 0.3% hits; AID 504326; in the data active = activation above about 18%;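 also: 0% = vehicle-treated cells and 100% = reference agonist; values of inactives mirror those of a sister screen read the other way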
# C-LANA FP: inhibitors of KSHV LANA C-terminal domain DNA binding; MBP-C-LANA/FAM-LBS DNA binding, fluorescence polarization; inhibition, % at 9 µM; 340,000 compounds, 0.078% hits; AID 504423;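 active = highest replicate inhibition at or above 60% at 9 µM, even if other replicates fall short; inactive = all replicates below 60% inhibition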;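 also: 0% = neutral control wells and 100% = 4 µM acridine orange control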
# Keap1 Nrf2 FP: disrupts human Keap1 binding to Nrf2 peptide | Keap1 Kelch-Nrf2 peptide fluorescence polarization, 1536-well | inhibition, % at 9.4 µM | Q14145 | AID 504523 | 340,000 compounds, 0.15% hits; in the data active = inhibition above about 12%;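 also: human Keap1 Kelch domain with fluorescein labeled Nrf2 9mer peptide probe; 0% = neutral control wells and 100% = peptide positive control; higher means more block of Keap1 binding to Nrf2 peptide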
# Arrestin-AP2 inh: inhibitors of human beta-arrestin and AP2 interaction. FITC-arrestin peptide / GST-AP2 beads, flow cytometry; AP2 beta2 appendage carries R879A mutation. inhibition, % at 10 µM. 340,000 compounds, 0.31% hits. AID 504490;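 active = inhibition above a set limit, near 3 SD of compounds lacking own fluorescence, cut at about 54% in these data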;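 also: plate controls were DMSO wells for no effect and 5 µM unlabelled arrestin peptide for full effect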
#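 Material – GST-tagged AP2 beta2-adaptin appendage (R879A) on 4 µm glutathione beads · Probe or stimulus – fluorescein-tagged arrestin peptide at 50 nM final · Timing – 12 min plus 1 h, RT · Detection – bead flow cytometry, FITC channel · Read-out basis – inhibition as reduced fluorescein signal on beads, percent · Medium – PBS plus Tween 20 (0.05%) and BSA (0.1%)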
# V-ATPase pHluor: alters yeast V-ATPase proton transport | S. cerevisiae, pHLuorin cytosolic pH fluorescence | response, % at 10 µM | 350,000 compounds, 0.37% hits | AID 504577; in the data active = response mostly above about 7.3%, no sharp cut-off; inactive = mostly below about 5.4%; also: actives read high; inactives centre near 0; some compounds called inactive have numbers as strong as hits; reference of the scale not given here
# Active calls of the source: *; nt = no result given.
# Below each SMILES – cardiac RTF act	Cardiac RTF inh	OPRM1-OPRD1 inv	Wnt bcat act	Pemphigus Ab inh	MOR-DOR ag	C-LANA FP	Keap1 Nrf2 FP	Arrestin-AP2 inh	V-ATPase pHluor
COc1cc(C2OC(=O)C3C(c4ccc(OC(C)=O)c(OC)c4)OC(=O)C23)ccc1OC(C)=O (centres undefined)
 : -4	1	7	-7	115	-1.5	0.2	0	16	-1
O=C(NCC1(N2CCCCC2)CCCCC1)C1CC(=O)N(c2ccc3c(c2)OCCO3)C1 (centres undefined)
 : -1	12	6	-2	118	-1.2	-0.8	-5	-6	-1
Cc1ccc(C)c(NC(=O)CN(C)C(=O)c2ccc3ncsc3c2)c1
 : -6	8	22	1	97	-4.2	0.1	-1	33	-4
COc1ccc(N2CCN(C(=O)C3CCCN3S(=O)(=O)c3cccc4nsnc34)CC2)cc1 (centres undefined)
 : -1	-5	9	nt	nt	-1.7	-0.7	-6	-3	-2
COCCNC(=O)c1cccc(OC2CCN(Cc3ccc(OC(F)F)cc3)CC2)c1
 : -8	-4	9	1	107	-1.8	3.4	-2	29	5
COC(=O)c1cc(NC(=O)c2ccc(F)cc2)cc(C(=O)OC)c1
 : -5	4	5	-2	106	-1.0	2.4	-2	8	-1
c1ccc(-c2csc3ncn4nnnc4c23)cc1
 : -4	-10	11	-1	105	-2.0	0.3	-4	17	-1
CC(C)CC(=O)NC(=S)Nc1cccc2nsnc12
 : -1	-9	-31	1	87	5.7	1.6	-4	2	7
O=C(C1CCC1)N1CCc2cc(S(=O)(=O)N3CCCCC3)ccc21
 : 6	-7	6	nt	104	-1.0	-0.7	-1	2	0
O=C(NC(=S)NCCO)c1cn(-c2ccccc2)nc1-c1ccccc1
 : 3	10	11	0	100	-2.0	-0.4	-1	20	0
O=C(O)c1cccc(NC2=C(N3CCOCC3)C(=O)c3ccccc3C2=O)c1
 : -4	-6	0	9	92	0.1	1.2	-9	8	-2
COc1cc2oc3ccccc3c(=O)c2cc1OC
 : 2	-4	14	nt	102	-2.7	1.1	-1	0	-2
COC(=O)c1ccc(OCC(=O)Nc2nn(-c3ccccc3)nc2C(N)=O)cc1
 : 1	-6	11	nt	94	-2.2	0.1	-5	-5	1
Cc1ccc(S(=O)(=O)N(C)C)cc1NC(=O)COC(=O)c1ccc2c(c1)OCO2
 : 10	0	6	-2	103	-1.2	3.0	-8	7	-3
COc1cccc(NC(=O)CSc2nnc(-c3ccoc3C)n2C)c1
 : 5	-12	3	1	nt	-0.5	-1.4	-4	1	1
Cc1cc(C)c(NC(=O)c2ccc(S(=O)(=O)N3CCOCC3)cc2)c(C)c1
 : 0	-2	8	0	99	-1.4	0.2	0	-4	-1
CC1CC(C)CN(C(=O)CNS(=O)(=O)c2ccc(Br)s2)C1 (centres undefined)
 : -2	9	-13	5	102	2.1	1.8	-4	-7	-3
Cc1cccc(OCC(=O)Nc2cc(C)c(C)cc2O)c1
 : 7	-10	-28	0	97	4.7	0.9	-3	-4	-1
CC(=O)c1cccc(Oc2cc(NN3CCCCC3)c([N+](=O)[O-])cc2[N+](=O)[O-])c1
 : -7	-8	3	-1	101	-0.6	-1.8	4	-3	0
CN(C)CCOC1c2ccccc2-c2ccccc21
 : 1	-2	19	0	87	-3.9	-0.4	-3	-8	0
Cc1c(NC(=O)CSc2ncnc3ccccc23)c(=O)n(-c2ccccc2)n1C
 : -3	-6	-7	-4	96	1.5	-3.2	0	28	2
CCOc1ccccc1C(=O)N/N=C/c1cccc2cccnc12
 : 2	2	12	-3	106	-2.9	0.6	0	-5	1
O=C(NN=C1CCCC1)c1ccc(Br)cc1
 : 0	1	2	0	117	-0.4	10	-4	-6	2
CCOc1cc(N2CCOCC2)c(OCC)cc1NC(=O)c1ccc(F)c(S(=O)(=O)N2CCOCC2)c1
 : -6	-5	-3	-2	99	0.5	-0.1	-8	11	3
COc1ccc(OC)c(/C(O)=C/C(=O)C(=O)Nc2cc(C)ccc2OC)c1
 : 6	-8	7	0	102	-1.3	1.7	1	3	-1
COC(=O)c1cc(S(=O)(=O)NCc2cccs2)c[nH]1
 : 0	-9	10	-3	100	-2.0	0.2	0	-2	1
O=C(NCCc1ccccc1)c1cc(S(=O)(=O)N2CCCC2)ccc1F
 : 2	-9	15	2	100	-3.0	-1.3	2	10	3
CCn1cnc2c1c(=O)n(Cc1ccc(C(=O)OC)cc1)c(=O)n2Cc1ccccc1
 : 6	1	9	-3	105	-1.7	-0.7	0	-17	-2
S=c1[nH]c(-c2ccccc2)cn1/N=C/c1cccc2ccccc12
 : 4	-3	-25	0	91	4.5	-0.3	-9	3	-3
COc1ccc2[nH]c3c(c2c1)CCN1C(=O)N([C@@H](C)C(=O)NCc2ccccc2OC)C(=O)[C@]31C
 : -3	-8	17	-1	102	-3.1	1.3	0	22	-2
O=C(Nc1ccc(F)cc1F)C1CCCN1S(=O)(=O)c1cccc2nsnc12 (centres undefined)
 : -3	-14	10	3	99	-1.8	-0.9	-2	16	0
COc1cccc(-n2ccnc2SCC(=O)N2CCCc3ccccc32)c1
 : 2	8	1	-3	99	-0.3	0.2	2	17	2
Cc1[nH]c2ccccc2c1C(=O)COC(=O)c1c(-c2ccccc2Cl)noc1C
 : 4	-4	-9	nt	103	1.7	1.0	4	18	0
CCCn1cc(S(=O)(=O)c2ccc(C)cc2)c(=O)c2cc(OC)c(OC)cc21
 : -2	-2	9	1	105	-1.8	0.0	-1	13	-1
Cc1cccc(C(=O)N2CCCC(N3CCN(c4cccc(Cl)c4)CC3)C2)n1 (centres undefined)
 : 1	-7	10	5	104	-1.9	0.8	1	-11	3
Cc1cc(C)n2nc(SC(C)C(=O)N3CC(C)OC(C)C3)nc2n1 (centres undefined)
 : -9	4	12	-3	93	-2.2	-0.8	1	14	1
CCN(c1ccccc1)S(=O)(=O)c1cc(NC(=O)Nc2ccccc2C#N)ccc1Cl
 : 2	5	-4	-3	132	0.7	0.1	4	47	-1
O=C(Cc1cccs1)Nc1ccc(-c2nnc(-c3ccccc3)o2)cc1
 : 8	-4	-5	nt	102	0.9	0.3	-5	9	-1
CCNC(=S)NNC(=S)NCc1ccccc1
 : -5	1	21	-2	122	-3.8	0.1	2	9	-5
O=C(O)/C=C/C(=O)Nc1ccc(SC(F)(F)C(F)(F)C(F)(F)F)cc1
 : 2	-12	-2	-1	103	0.5	-0.6	-2	14	-3
O=C(c1ccco1)N(Cc1ccco1)c1ccc(O)cc1
 : 0	-26	13	nt	106	-2.3	-0.7	-8	4	4
C=C(C)Cn1c(N2CCC(Cc3ccccc3)CC2)nc2c1c(=O)[nH]c(=O)n2C
 : -8	9	-16	-3	104	2.5	1.3	-3	26	-2
COc1cc(/C=C2\SC(=O)N(CC(=O)Nc3ccc(C)cc3)C2=O)cc(Cl)c1OCC(=O)O
 : -5	3	-1	-1	104	0.2	-1.7	0	2	-4
CCn1nc(NS(=O)(=O)c2ccc([N+](=O)[O-])cc2)c2cc3ccc(C)cc3nc21
 : -1	-5	3	-1	96	-0.6	0.5	-1	3	0
COc1ccc(-c2nnc(SCC(=O)N3CCOCC3)o2)cc1OC
 : 7	2	8	4	106	-1.6	1.3	0	3	1
O=C(NC1CC1)C1=C[C@H](C2CCCCC2)C[C@H](OCc2ccc(CO)cc2)O1
 : -2	-11	11	1	101	-2.0	0.3	0	17	7
COc1ccc(COC(=O)c2ccc(Cl)c(S(=O)(=O)N3CCOCC3)c2)cc1F
 : 0	-1	8	-1	110	-1.6	-2.0	3	-9	-2
CCOC(=O)c1ccc(NC(=O)COc2ccccc2OC)cc1
 : 1	4	5	1	101	-0.8	0.2	-2	-1	-1
Oc1ccc(-c2nc3ccccn3c2NCc2ccco2)cc1
 : -4	-12	-25	nt	102	4.2	-1.0	-6	5	nt
CC1(c2nnc(Cc3ccccc3)o2)CC(c2ccncc2)=NO1 (centres undefined)
 : 3	9	10	-1	105	-1.8	-1.8	-3	1	3
O=C(OCC(=O)N1CCOCC1)c1ccccc1Cc1ccccc1
 : -2	-2	14	-1	101	-2.8	-0.6	-3	9	-1
CCOc1ccc(NC(=O)CSc2nc3ccccc3nc2N2CCOCC2)cc1
 : -4	-5	0	-1	98	0.0	1.4	2	8	3
CCOc1cc(S(=O)(=O)NC2CCCC2)ccc1Cl
 : 6	2	-14	nt	104	3.1	0.3	-1	-9	0
CC(C)N(CC#CCC(O)(c1ccccc1)C1CCCC1)CCO (centres undefined)
 : 2	-14	5	-2	97	-1.0	-0.8	-6	0	1
COc1ccc(N(C(=O)c2ccco2)S(=O)(=O)c2ccccc2)cc1
 : 4	-6	4	nt	101	-0.8	0.0	-3	-8	2
O=C(/C=C/c1cccc([N+](=O)[O-])c1)c1ccc([N+](=O)[O-])o1
 : 1	2	-6	-6	108	1.0	1.7	-6	3	177*
CCCC(=O)N(Cc1cc2cc(C)ccc2[nH]c1=O)c1ccccc1OC
 : -1	0	3	nt	102	-0.5	-0.7	-1	-6	1
Cc1ccc(S(=O)(=O)CCC(=O)Nc2ccccc2C)cc1
 : 4	-12	6	2	103	-1.4	-1.1	-8	3	6
Cc1ccc(-n2c(O)c(C=Nc3ccc(S(=O)(=O)Nc4ncccn4)cc3)c3ccccc3c2=O)cc1C
 : 0	2	7	3	102	-1.4	0.6	5	41	9
CC(=O)Nc1ccc(S(=O)(=O)/N=C2\SCCN2S(=O)(=O)c2ccc(NC(C)=O)cc2)cc1
 : 6	-7	10	nt	106	-1.8	0.2	-20	18	-2

# (continued)
# Below each SMILES – cardiac RTF act	Cardiac RTF inh	OPRM1-OPRD1 inv	Wnt bcat act	Pemphigus Ab inh	MOR-DOR ag	C-LANA FP	Keap1 Nrf2 FP	Arrestin-AP2 inh	V-ATPase pHluor
CN(C)S(=O)(=O)c1cccc(NC(=O)c2cc(-c3cccs3)nc3ccccc23)c1
 : 2	-9	5	-3	93	-0.8	0.7	0	6	-4
CC(=O)NC(C)C(=O)OCC(=O)c1ccc(-c2ccccc2)cc1 (centres undefined)
 : -2	2	19	0	nt	-4.0	-1.4	-5	-6	2
COc1ccc(C(C)NC(=O)c2ccccc2Cl)cc1OC (centres undefined)
 : -4	0	12	-3	99	-2.3	2.0	-3	1	1
CC1(C)CC(=O)C(CC2CCCCC2=O)C(=O)C1 (centres undefined)
 : 16	-8	-9	5	117	1.8	-2.4	-9	5	0
Oc1cc2c(cc1CN1CCc3ccccc3C1)OCO2
 : -4	6	13	12	102	-2.6	0.0	1	50	3
Cc1ccc(C(=O)COC(=O)CCc2nc3ccccc3[nH]c2=O)cc1C
 : -2	2	17	1	98	-3.8	-0.5	-2	28	-2
O=C(C1CCC1)N1CCc2cc(S(=O)(=O)NCCN3CCN(c4ccccc4F)CC3)ccc21
 : 0	-3	-9	nt	91	1.6	-1.9	-3	10	4
